mIAP block = blocks mouse intestinal alkaline phosphatase; purified mouse IAP, CDP-Star luminescence, 30 min; inhibition, % at 10 µM; 0.2% of 330,000 active; AID 2806;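 active means inhibition of at least 40% at 10 µM in the primary screen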;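 further: plate controls were DMSO with enzyme for no effect and no enzyme wells for full effect; values of inactives mirror those of a sister screen read the other way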
tim10-1 inh = growth inhibitors of tim10-1 mutant yeast; S. cerevisiae tim10-1 ts strain growth, BacTiter-Glo, 24 h; inhibition, % at 20 µM; 2.2% of 330,000 active;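 active means inhibition of at least 40%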;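 further: mutant grown at 25 °C; 0% = DMSO wells with yeast and 100% = wells holding no yeast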
NLRP3 yeast inh = NALP3 inhibition in yeast. Yeast reconstituted NLRP3/ASC/caspase-1, beta-gal luminescence, 24 h. AID 2825. 0.39% of 330,000 active. inhibition, % at 10 µM;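 active means inhibition of 50% or more; inactive means inhibition below 50%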;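 further: plate controls were induced DMSO wells for no effect and uninduced yeast grown without galactose for full effect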
hIAP activ = human IAP activation. 0.16% of 330,000 active. activation factor at 10 µM. AID 2524. purified human IAP, CDP-Star luminescence, 30 min; stronger effect = higher value; 1 = vehicle-only enzyme, 0 = enzyme-free background;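 active means activation factor of the enzyme at least 2-fold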; further: the source names both 10 and 20 µM as test concentration; values of inactives mirror those of a sister screen read the other way
Target sequence (P09923 whole entry, looked up): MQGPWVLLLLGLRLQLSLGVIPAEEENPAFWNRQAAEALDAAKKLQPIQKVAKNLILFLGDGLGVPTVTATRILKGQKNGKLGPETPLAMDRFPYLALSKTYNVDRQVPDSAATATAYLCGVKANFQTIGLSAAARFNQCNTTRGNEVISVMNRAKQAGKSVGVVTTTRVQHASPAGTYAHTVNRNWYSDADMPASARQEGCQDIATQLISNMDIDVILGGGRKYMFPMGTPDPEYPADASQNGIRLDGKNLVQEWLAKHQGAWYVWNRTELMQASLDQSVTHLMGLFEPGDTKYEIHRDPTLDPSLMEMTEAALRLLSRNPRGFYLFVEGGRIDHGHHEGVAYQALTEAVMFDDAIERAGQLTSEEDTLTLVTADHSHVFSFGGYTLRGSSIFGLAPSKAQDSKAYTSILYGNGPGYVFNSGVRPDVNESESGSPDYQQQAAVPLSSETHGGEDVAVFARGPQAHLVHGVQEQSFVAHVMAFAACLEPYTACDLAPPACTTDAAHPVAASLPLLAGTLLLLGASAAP
mIAP activ = mouse IAP activation; 0.24% of 330,000 active; muIAP, CDP-Star luminescence, 30 min; stronger effect = higher value; 1 = vehicle-only enzyme signal, 0 = enzyme-free wells; activation factor at 10 µM;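 active means activation factor of at least 2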; further: the source names both 10 and 20 µM as test concentration; values of inactives mirror those of a sister screen read the other way
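System: mouse IAP enzyme. Reagent: CDP-Star chemiluminescent phosphatase substrate. Benchmarks: DMSO wells, no-enzyme wells. Times: 30 min enzyme-substrate-compound incubation at room temperature. Detection: luminescence from enzymatic CDP-Star hydrolysis. Doses: test compounds delivered from DMSO solution.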
hIAP block = human IAP inhibition | P09923 | purified IAP, CDP-Star luminescence, 30 min | inhibition, % at 10 µM | 0.12% of 330,000 active;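 active means inhibition reaching a set limit with compound at 10 µM in the primary screen, cut at about 35% in these data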;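 further: plate controls were DMSO wells with enzyme for no effect and no-enzyme buffer wells for full effect; values of inactives mirror those of a sister screen read the other way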
Apaf-1 inh = inhibitors of human Apaf-1 apoptosome | inhibition, % at 20 µM | O14727 | 0.71% of 330,000 active | AID 489030 | reconstituted apoptosome caspase-3 activity, DEVD-Rh110 fluorescence; active means inhibition of at least 40% at 20 µM;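 further: plate controls were DMSO wells for no effect and DEVD-CHO caspase inhibitor wells for full effect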
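Material: biochemical Apaf-1 apoptosome reconstitution. Medium: Hepes buffer, pH 7.5. Also added: cytochrome c activation, bis-DEVD rhodamine 110 substrate. Timing: 30 min compound preincubation, 50 min activation, room temperature. Measured by: rhodamine 110 fluorescence at Ex 480/Em 540 nm.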
ATG4B inh = ATG4B (human) cysteine protease inhibition | Q9Y4P1 | inhibition, % at 8.33 µM | ATG4B cleavage of LC3-PLA2, NBD-HPC fluorescence, 1 h | 0.51% of 340,000 active; in the data active means inhibition above about 40%
Target sequence (Q9Y4P1 whole entry, looked up): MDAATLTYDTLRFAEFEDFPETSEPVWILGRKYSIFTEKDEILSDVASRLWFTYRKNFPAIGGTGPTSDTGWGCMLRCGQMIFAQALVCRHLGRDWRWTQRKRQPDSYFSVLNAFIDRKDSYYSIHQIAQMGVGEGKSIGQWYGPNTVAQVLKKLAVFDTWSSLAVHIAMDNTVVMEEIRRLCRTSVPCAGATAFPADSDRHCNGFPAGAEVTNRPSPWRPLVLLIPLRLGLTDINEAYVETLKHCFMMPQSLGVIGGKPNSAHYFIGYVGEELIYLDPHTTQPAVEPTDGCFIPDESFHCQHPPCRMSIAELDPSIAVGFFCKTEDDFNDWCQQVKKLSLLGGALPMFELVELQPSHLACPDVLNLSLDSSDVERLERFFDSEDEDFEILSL
TIM10 inh = TIM10 yeast growth inhibition | S. cerevisiae TIM10 strain growth, BacTiter-Glo luminescence, 24 h | inhibition, % at 10 µM | 1.4% of 330,000 active;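 active means inhibition of 40% or more at the single tested concentration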;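 further: wild-type TIM10 isogenic control strain grown at permissive 25 °C; 0% = DMSO yeast wells and 100% = minimal medium wells without yeast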
The depositor's hits bear a star.

SMILES | mIAP block | tim10-1 inh | NLRP3 yeast inh | hIAP activ | mIAP activ | hIAP block | Apaf-1 inh | ATG4B inh | TIM10 inh
COc1ccc(N2CCN(C(=O)COC(=O)CNC(=O)c3ccc(Cl)cc3Cl)CC2)cc1 | 3 | 13 | 24 | 1 | 0.97 | -2 | 5 | -20 | 5
O=C(O)CCC(=O)Nc1cccc(C(=O)c2ccccc2)c1 | 0 | 3 | -11 | 1.1 | 1 | -12 | -7 | 1 | 2
CC(C(=O)N1CCOCC1)n1cc([N+](=O)[O-])cn1 (centres undefined) | -5 | 5 | 7 | 1.2 | 1.1 | -16 | 3 | -10 | -9
COC(=O)c1sc2ccccc2c1N | 2 | -10 | 18 | 1 | 0.98 | 0 | 4 | -2 | 11
Cc1ccc(CNC(=O)C2CCC(=O)N2C(C)C)cc1 (centres undefined) | 3 | 14 | 22 | 1 | 0.97 | -1 | 6 | -1 | -21
CCN(CC)c1ccc(/C=C/C(=O)C2C(=O)C=C(C)OC2=O)cc1 (centres undefined) | 14 | 17 | 28 | 0.85 | 0.86 | 15 | 5 | -1 | 18
COC(=O)c1cc(S(=O)(=O)Nc2ccc(C)cn2)c[nH]1 | 10 | 9 | 16 | 1 | 0.9 | -2 | -1 | 1 | 11
C=C(C)Cn1c(CNC(C)=O)nc2ccccc21 | 6 | -10 | 22 | 0.92 | 0.94 | 8 | -5 | 2 | 2
Cc1ccc(CNC(=O)c2ccc(S(=O)(=O)N3CCCCC3)cc2)cc1 | 10 | 14 | 22 | 1 | 0.9 | -2 | 9 | -10 | 4
O=C(C1CCC(CNS(=O)(=O)c2cccc3cccnc23)CC1)N1CCc2ccccc21 (centres undefined) | 2 | 7 | 20 | 1 | 0.98 | -1 | 11 | -16 | -18
CCOc1ccc(S(=O)(=O)N(CC(=O)NCC(F)(F)F)Cc2ccco2)cc1 | 0 | -1 | -16 | 0.9 | 1 | 10 | 4 | 11 | -8
COc1ccc(NC(=O)C2CC(=O)N=C(N)S2)cc1 (centres undefined) | 0 | 7 | -3 | 1 | 1 | 0 | -6 | 2 | -23
Cc1ccc(NC(=O)COC(=O)c2ccco2)cc1 | 0 | -4 | 14 | 1.2 | 1 | -16 | 5 | -2 | 9
CC(=O)N1CCc2cc(S(=O)(=O)CCC(=O)Nc3cccc(F)c3)ccc21 | 2 | 11 | -6 | 0.78 | 0.98 | 22 | -3 | -4 | 8
O=C(COC(=O)/C=C/c1ccc(S(=O)(=O)N2CCOCC2)cc1)NCc1ccc(F)cc1 | -4 | 9 | 0 | 1.1 | 1 | -14 | 4 | -9 | 9
CC(C)(C)SC(=O)C[C@@H]1NS(=O)(=O)OC2CCCCC21 (some centres undefined) | -1 | 14 | 15 | 1.2 | 1 | -19 | 14 | -3 | -4
Cc1ccc(OCC(=O)N(Cc2ccc(N(C)C)cc2)C2CCS(=O)(=O)C2)cc1 (centres undefined) | -5 | 33 | -4 | 1.1 | 1 | -11 | 18 | -14 | 14
CC(OC(=O)Cn1cnc2ccccc2c1=O)C(=O)NCc1ccccc1 (centres undefined) | -3 | -21 | 14 | 1 | 1 | -5 | 3 | -4 | -12
Cc1ccccc1C(=O)NC1CCS(=O)(=O)C1 (centres undefined) | -2 | 1 | 7 | 1 | 1 | -4 | 0 | 3 | 5
Cc1cccc(NC(=O)c2cnccn2)c1 | -7 | -26 | 21 | 1 | 1.1 | 0 | 5 | 0 | -16

An excerpt of the results above:
SMILES | mIAP block | tim10-1 inh | NLRP3 yeast inh | hIAP activ | mIAP activ | hIAP block | Apaf-1 inh | ATG4B inh | TIM10 inh
Cc1ccc(CNC(=O)c2ccc(S(=O)(=O)N3CCCCC3)cc2)cc1 | 10 | 14 | 22 | 1 | 0.9 | -2 | 9 | -10 | 4
O=C(C1CCC(CNS(=O)(=O)c2cccc3cccnc23)CC1)N1CCc2ccccc21 (centres undefined) | 2 | 7 | 20 | 1 | 0.98 | -1 | 11 | -16 | -18
CCOc1ccc(S(=O)(=O)N(CC(=O)NCC(F)(F)F)Cc2ccco2)cc1 | 0 | -1 | -16 | 0.9 | 1 | 10 | 4 | 11 | -8
COc1ccc(NC(=O)C2CC(=O)N=C(N)S2)cc1 (centres undefined) | 0 | 7 | -3 | 1 | 1 | 0 | -6 | 2 | -23
Cc1ccc(NC(=O)COC(=O)c2ccco2)cc1 | 0 | -4 | 14 | 1.2 | 1 | -16 | 5 | -2 | 9

(more compounds)
SMILES | mIAP block | tim10-1 inh | NLRP3 yeast inh | hIAP activ | mIAP activ | hIAP block | Apaf-1 inh | ATG4B inh | TIM10 inh
CCC1CCc2sc(C(=O)NCC3CCCO3)cc2C1 (centres undefined) | -1 | 11 | 27 | 0.98 | 1 | 2 | 2 | 8 | 7
O=C(Nc1ccc(N2CCOCC2)cc1)c1c(F)cccc1Cl | 8 | 11 | 11 | 0.92 | 0.92 | 8 | 2 | -9 | 10
CCN(CC(=O)NCc1ccc(Cl)cc1)C(=O)C1CCN(S(=O)(=O)c2ccc(OC)c(OC)c2)CC1 | -4 | -19 | 3 | 0.99 | 1 | 1 | 28 | -13 | 1
O=C(Nc1ccsc1C(=O)NC1CC1)c1ccccc1 | -6 | 26 | 15 | 0.94 | 1.1 | 6 | 3 | -2 | 33
CO/N=C/c1c(C(=O)OC)nn(-c2ccccc2)c1Cl | 5 | -18 | 28 | 1 | 0.95 | 0 | -2 | -8 | -1
O=C1/C(=C/c2ccco2)N=C(N2CCCCC2)N1c1ccccc1 | 17 | 18 | 16 | 0.83 | 0.83 | 16 | 6 | 7 | 17
CCn1c(CCNC(=O)c2ccc(Cl)cc2)nnc1SCC(=O)NC1CCCC1 | -2 | 0 | 3 | 1 | 1 | -3 | -4 | 2 | -9
NS(=O)(=O)c1ccc(CCNC(=O)C2CCCO2)cc1 (centres undefined) | 2 | -4 | 14 | 1.2 | 0.98 | -16 | -9 | -5 | -5
C=CCOc1c(Br)cc(/C=C(\C#N)C(N)=O)cc1OC | -2 | 23 | 11 | 1.1 | 1 | -14 | -8 | 2 | 35
O=C(Nc1cccc(C(=O)O)c1)Nc1ccccc1Cl | 2 | -6 | 3 | 0.95 | 0.98 | 5 | 3 | -1 | 6
CC(=O)Nc1c(C(=O)N2CCOCC2)cnn1-c1ccc(C)c(C)c1 | -2 | 10 | -1 | 0.91 | 1 | 9 | -6 | -2 | 1
O=C(CN(Cc1ccc(F)cc1)C(=O)CNS(=O)(=O)c1ccccc1)NCc1ccco1 | -5 | -9 | 13 | 1.2 | 1.1 | -16 | 10 | -9 | 3
COc1cc(/C=N/NC(N)=O)ccc1OCC(=O)Nc1cc(C)c(C)cc1Br | -12 | -3 | 10 | 1 | 1.1 | -2 | -8 | 0 | 7
Cn1c(CNC(=O)CNC(=O)c2cccc(Cl)c2)cc(=O)n(C)c1=O | 2 | -7 | 11 | 1 | 0.98 | 0 | 4 | 5 | 0
CCc1c(C)c2ccc(OCC(=O)OC)cc2oc1=O | 5 | 23 | 12 | 0.86 | 0.95 | 14 | -3 | -3 | 18
O=C1CCCc2c1cc(C(=O)NCc1ccco1)c(=O)n2-c1ccc(Cl)cc1 | -12 | 31 | 6 | 1.2 | 1.1 | -25 | 21 | -6 | 16
O=C(NC1(C(F)(F)F)NC(=O)N(c2ccc(F)cc2)C1=O)c1cccs1 (centres undefined) | 3 | 14 | 1 | 1 | 0.97 | -3 | -14 | -2 | 5
NC(=O)c1c(C(F)(F)F)cc(-c2ccccc2)nc1NCCO | 10 | -1 | -2 | 1 | 0.9 | 0 | 7 | -5 | 15
CC1CCCCC1NC(=O)COC(=O)c1cc(=O)[nH]c2ccccc12 (centres undefined) | 0 | -5 | 5 | 0.76 | 1 | 24 | -6 | -5 | -7
Cc1cc(Br)ccc1OCC(=O)NNC(=O)Cc1ccccc1 | -1 | -31 | 26 | 1.1 | 1 | -12 | 8 | 4 | -18
O=C(/C=C/c1ccc([N+](=O)[O-])cc1)NC1CC2CCC1C2 (centres undefined) | -2 | 0 | 16 | 0.9 | 1 | 10 | 2 | -7 | -14
Cc1nn(C)c(C)c1Sc1ccccc1N | -1 | 16 | -10 | 0.97 | 1 | 3 | 4 | -8 | -2
Nc1nonc1C(=O)NCCN=Cc1ccccc1O | 6 | 5 | 9 | 1.1 | 0.94 | -6 | -3 | 0 | 4
COc1ccc(NC(=S)N2CCc3ccccc3C2)cc1 | 5 | 21 | 32 | 1.1 | 0.95 | -7 | 8 | -2 | 21
COCCN(CC(=O)Nc1cccc(C)c1C)C(=O)CN1C(=O)NC2(CCCCC2)C1=O | 1 | 6 | 6 | 1.1 | 0.99 | -8 | -11 | 1 | 4
O=C(O)C1CCCN(S(=O)(=O)c2ccc(-c3ccc(=O)[nH]n3)s2)C1 (centres undefined) | 7 | -16 | -5 | 0.98 | 0.93 | 2 | -350 | 13 | -10
Cc1cc(C(=O)OCC(=O)NC2CCS(=O)(=O)C2)c(C)n1-c1ccccc1 (centres undefined) | 2 | -2 | -4 | 1.1 | 0.98 | -9 | 4 | 4 | -2
CCOC(=O)c1c(-c2ccc(-c3ccccc3)cc2)csc1NC(=O)CCC(=O)O | 8 | -24 | 21 | 0.92 | 0.92 | 8 | 13 | 39 | -9
Cc1cccc(NC(=O)CSc2nnc(CCNC(=O)OC(C)(C)C)o2)c1C | 6 | -3 | -9 | 0.95 | 0.94 | 4 | -10 | -10 | 6
CC(C)c1ccc(/C=N/n2c(COc3ccccc3)n[nH]c2=S)cc1 | 10 | 43* | 37 | 0.96 | 0.9 | 4 | 23 | 26 | 18
CCOc1ccc(C(=O)N/N=C(\c2ccccc2)c2ccccn2)cc1 | 16 | 33 | 24 | 1.2 | 0.84 | -20 | 1 | -10 | 17
O=C(NCCCN1CCCC1=O)c1ccc(NS(=O)(=O)c2ccc(F)cc2)cc1 | 6 | -14 | 17 | 1.1 | 0.94 | -7 | -3 | -25 | 11
Cc1cc(C)cc(OCC(=O)Nc2ccc(N3CCCCC3)cc2)c1 | -8 | -6 | 27 | 0.97 | 1.1 | 3 | 11 | -8 | 0
COCc1cc(CN2CCN(Cc3ccsc3)C(CCO)C2)ccc1OC (centres undefined) | -2 | 13 | 4 | 1 | 1 | -4 | -5 | -4 | -16
CCOc1ccccc1NC(=O)c1ccc2nc[nH]c2c1 | 4 | -12 | 11 | 1.3 | 0.96 | -28 | -1 | 0 | -6
CC(=O)N(Cc1ccc(F)cc1)Cc1nc2ccccc2c(=O)[nH]1 | 4 | 10 | 18 | 0.88 | 0.96 | 12 | -3 | 10 | 4
OCCC1CN(Cc2cccc3nccnc23)CCN1Cc1ccc(F)c(F)c1 (centres undefined) | 11 | -9 | -2 | 0.75 | 0.89 | 25 | -10 | -3 | -5
O=C1CS(=O)CN1c1ccc(Oc2ccccc2)cc1 (centres undefined) | 5 | 12 | 7 | 0.86 | 0.95 | 14 | -11 | -12 | 4
O=C(N/N=C/C=C/c1ccco1)c1cccc([N+](=O)[O-])c1 | 28 | 12 | 13 | 1 | 0.72 | -2 | 11 | 6 | -25
Cc1ccccc1NC(=O)C1CCCN1S(=O)(=O)c1ccc2c(c1)n(C)c(=O)c(=O)n2C (centres undefined) | -2 | -10 | 20 | 1.1 | 1 | -8 | 7 | -15 | 0
COc1cccc(-c2nnc(NC(=O)c3ccc(S(=O)(=O)N4CCOCC4)cc3)o2)c1 | 4 | 22 | 2 | 1.1 | 0.96 | -6 | 1 | -4 | 15
CCOC(=O)C1=C(c2ccccc2)Nc2nc(C)nn2C1c1cccc(OC)c1OC (centres undefined) | -1 | 10 | 18 | 1 | 1 | -3 | 13 | -3 | 26

The order is random. About 4.5% of those tested had a hit in this group.
